GAA inh: qHTS Assay for Inhibitors of Human alpha-Glucosidase as a Potential Chaperone Treatment of Pompe Disease. Lysosomal alpha-glucosidase (Homo sapiens), P10253. AID 1466, 2008. purified human GAA, 4-MU-alpha-glucoside fluorescence. 200,000 compounds, 0.005% hits. Potency, µM (top dose mostly 76.9 µM), inactives show at the top dose activity change, negative = inhibition, actives largely listed as inhibitors;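 further: plate controls were uninhibited enzyme wells for no effect and no-enzyme background for full effect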
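Human enzyme at 4 nM with 400 uM 4-methylumbelliferyl-alpha-D-pyranoside, citrate/phosphate buffer pH 5.0, 0.005% Tween-20, 20 min at room temperature. Compounds up to 77 uM. 4-MU fluorescence (Ex 365/Em 440) read after NaOH/glycine stop; AC50 from Hill fit.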
aGlu spleen mod: qHTS Assay for Inhibitors and Activators of Human alpha-Glucosidase From Spleen Homogenate; Potency, µM (doses to about 79.9 µM), for inactives: at the highest dose activity change, negative = inhibition, hits mostly inhibitors; human spleen homogenate, 4-MU-alpha-glucoside fluorescence; 240,000 compounds, 0.006% hits;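 further: 0% = enzyme with vehicle and -100% = no enzyme basal signal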
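Human spleen homogenate (1 ug) incubated with compounds and 1 mM 4-methylumbelliferyl-alpha-D-glucopyranoside in pH 5.0 citrate/phosphate buffer, 37 C, 40 min. Stopped at pH 10; 4-MU fluorescence (Ex 365/Em 440 nm); AC50 by Hill fit.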
NPSR antag: qHTS Assay for Antagonists of the Neuropeptide S Receptor: cAMP Signal Transduction. Potency, µM (doses to about 38.3 µM), for the others: at the top dose activity change, negative = inhibition, hits mostly inhibitors. AID 1461, 2008. CHO-NPSR cells, cAMP TR-FRET, antagonist mode. 220,000 compounds, 1% hits; further: on the % scale 0 is the no-effect control and ±100 the full control effect; nearly all actives have a fitted effect of over 50% in size; many of its hits are not listed in these tables
Target sequence (Q6W5P4 whole entry, looked up): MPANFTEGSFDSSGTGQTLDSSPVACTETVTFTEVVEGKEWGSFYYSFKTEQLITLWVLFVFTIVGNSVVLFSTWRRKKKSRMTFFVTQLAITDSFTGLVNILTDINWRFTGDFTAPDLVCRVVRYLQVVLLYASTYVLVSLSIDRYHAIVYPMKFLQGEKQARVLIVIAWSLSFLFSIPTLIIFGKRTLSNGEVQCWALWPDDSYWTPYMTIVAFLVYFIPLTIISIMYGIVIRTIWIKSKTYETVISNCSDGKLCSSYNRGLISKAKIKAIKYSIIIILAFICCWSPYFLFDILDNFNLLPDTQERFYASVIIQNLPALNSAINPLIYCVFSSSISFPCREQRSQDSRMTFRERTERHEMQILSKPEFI
ALDH1A1 block: qHTS Assay for Inhibitors of Aldehyde Dehydrogenase 1 (ALDH1A1); Aldehyde dehydrogenase 1A1 (Homo sapiens), P00352; 220,000 compounds, 7.3% hits; Purified ALDH1A1, NADH fluorescence, propionaldehyde substrate; Potency, µM (highest dose often 75.3 µM), inactives show at the top dose activity, negative = inhibition, hits mostly inhibitors; AID 1030, 2008; active means well fitted inhibition curve with a large enough effect, not every such curve was filed as active; inconclusive means small, poorly fitted or top-dose-only effect, or another doubt; inactive means no such curve, though single readings can be large or run the other way;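 further: plate controls were no enzyme wells and a reference inhibitor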
aGal spleen mod: qHTS Assay for Inhibitors and Activators of Human alpha-Galactosidase From Spleen Homogenate; human spleen homogenate, 4MU-alpha-Gal fluorescence, 40 min; Potency, µM (highest dose often 80 µM), for the others: at the top dose activity change, negative = inhibition, actives largely listed as inhibitors; 240,000 compounds, 0.008% hits; AID 2107, 2009;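 further: 0% = enzyme with vehicle and -100% = no enzyme basal signal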
Target sequence (P06280 32-429 limits assumed): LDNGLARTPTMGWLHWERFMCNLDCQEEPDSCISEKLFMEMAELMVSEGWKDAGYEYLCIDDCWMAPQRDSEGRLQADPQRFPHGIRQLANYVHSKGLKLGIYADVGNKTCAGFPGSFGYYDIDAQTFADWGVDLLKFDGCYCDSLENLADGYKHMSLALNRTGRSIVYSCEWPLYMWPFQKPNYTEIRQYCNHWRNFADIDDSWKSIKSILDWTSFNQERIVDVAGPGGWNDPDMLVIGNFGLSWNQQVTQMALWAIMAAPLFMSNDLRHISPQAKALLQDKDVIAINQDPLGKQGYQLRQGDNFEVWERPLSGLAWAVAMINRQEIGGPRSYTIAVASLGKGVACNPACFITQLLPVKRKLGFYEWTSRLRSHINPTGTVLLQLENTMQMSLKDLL
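Fluorogenic readout (Ex 365/Em 440 nm) of 4-methylumbelliferone released from 1 mM 4-MU-alpha-galactoside by spleen homogenate, 40 min at 37C, pH 5.0. Data normalized to no-enzyme and enzyme controls; Hill-equation AC50 from compound titrations.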
Epigenetic derep: Quantitative High-Throughput Screen for Regulators of Epigenetic Control; murine LDR cells, GFP reporter derepression, 30 h; Potency, µM (top dose mostly 53.9 µM), for the others: top-dose GFP activation, usual class: activators; 280,000 compounds, 0.2% hits; further: % of control where 0% means no effect; nearly all actives have a fitted effect of over 60% in size
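Murine LDR cells carrying a silenced, genomically integrated CMV-driven GFP reporter were exposed to compound for 30 hours at 37 C. After PBS washes, GFP-positive cells (20–120 um objects) were counted by laser-scanning microplate cytometry.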
GAA glycogen mod: qHTS Assay for Inhibitors and Activators of Human alpha-Glucosidase Cleavage of Glycogen; Lysosomal alpha-glucosidase (Homo sapiens), P10253; recombinant GAA, glycogen substrate, Amplex Red glucose oxidase fluorescence; Potency, µM (series often up to 76.4 µM), without a hit: top-dose activity change, negative = inhibition, most hits filed as inhibitors; 300,000 compounds, 0.38% hits; AID 2100, 2009;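 further: 0% = full enzyme reaction and -100% = no-enzyme basal signal; the screen sought inhibitors and activators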
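Natural-substrate format: glycogen cleavage by 4 nM human enzyme, glucose read by Amplex Red coupling (Ex 573, Em 610 nm). Normalized to enzyme and no-enzyme controls.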
Tau fluor cs: Counterscreen qHTS for Inhibitors of Tau Fibril Formation, Fluorescence Polarization | tau K18 P301L Alexa594 fluorescence, heparin fibrillization | Potency, µM (highest dose often 57.7 µM), inactives show at the highest dose activity change, negative = decrease | 280,000 compounds, 0.93% hits; further: on the % scale 0 is the no-effect control and ±100 the full control effect; nearly all actives have a fitted effect of over 55% in size
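Human tau K18 P301L (15 uM unlabeled, 0.24 uM Alexa 594-labeled) in 100 mM sodium acetate pH 7 with 20 uM heparin, 6 hr at 37 C. ThT 30 uM added, 1 hr ambient; Alexa 594 FP and total fluorescence read at 555/632 nm.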
An asterisk follows results filed as active; ? = inconclusive; . = no result given; [ ] = another dose, or the depositor's remark. Unless noted, the call rests on the fitted dose curve; in most records, active means well fitted curve in the direction sought with a large enough effect; inconclusive means small, poorly fitted or top-dose-only effect, or another doubt; inactive means no such curve, though single readings can be large; an effect the other way counts as inactive or inconclusive. Potency means the concentration at half of the fitted maximal effect. Not all compounds are listed, so the mix of outcomes need not match the whole.

Below each SMILES – GAA inh, aGlu spleen mod, NPSR antag, ALDH1A1 block, aGal spleen mod, Epigenetic derep, GAA glycogen mod, Tau fluor cs
1: CCOC(=O)CNC(=O)C(CC(C)C)NC(=O)C1CCCCC1 (stereo unspecified)
  -8%, -3%, -2%[46.1 µM], 5%, 7%, -0.1%, 0%, -4%
2: O=C(COc1ccccc1/C=C\c1nc(O)c([N+](=O)[O-])c(=O)[nH]1)Nc1ccccc1
  -2%, -1%, -4%, ?, 0%, -0.6%, 15%, 10%
3: CCNc1nc(NCC)nc(SCCOC(=O)c2ccccc2)n1
  -3%, -4%, -22%[46.1 µM], 6%, -2%, 1.2%, -4%, -17%
4: CCC(=O)N1N=C(c2cccc(NS(C)(=O)=O)c2)CC1c1cccs1 (stereo unspecified)
  -6%, -11%, -2%, 4%, -13%, -3.0%, 7%, -8%
5: O=C(CCl)Nc1cn(-c2ccccc2)nc1-c1ccccc1
  -9%, -3%, -19%, 14µM*, -7%, 1.1%, 5%, -25%
6: CC(C)c1nnc(N2C(=O)C(O)=C(C(=O)c3cccs3)C2c2ccccc2)s1 (stereo unspecified)
  0%, -5%, -52%, ?, 4%, -0.1%, -4%, 8%
7: O=C(OCn1nnc2ccccc2c1=O)C1CCN(S(=O)(=O)c2cccs2)CC1
  ?, -3%, -8%[46.1 µM], 4%, 7%, 1.7%, 0%, -10%
8: Cn1nc(C(F)(F)F)c(-c2ccccc2)c1NC(=O)c1cccnc1
  6%, 2%, 20%, 5%, 2%, 2.2%, 6%, -13%
9: CC1=CC2=NC(=O)/C(=C\c3cc(C)n(-c4ccccc4F)c3C)C(=N)N2O1
  -13%, -2%, -19%, ?, -3%, 2.8%, 10%, -20%
10: COc1ccc(CNC(=O)C(c2ccc(C)o2)N(C(=O)c2csnn2)c2ccc(C(C)C)cc2)cc1 (stereo unspecified)
  -8%, -12%, ?, 2µM*, -2%, -3.9%, -3%, -10%
11: COc1ccc(CNC2CCCc3ccccc32)cc1OC (stereo unspecified)
  1%, -6%, 27%, -14%, 5%, 0.0%, 8%, 4%
12: COc1ccc(NC(=S)N2CCCC(c3nc4ccc(C)cc4[nH]3)C2)cc1 (stereo unspecified)
  ?, 1%, 26%, -10%, -2%, -1.0%, ?, -29%
13: O=C1c2ccccc2C(=O)N1CCCCCc1nc(-c2ccccc2)no1
  -2%, -4%, -22%[46.1 µM], -13%, 9%, 0.0%, -3%, -9%
14: O=C(COc1ccc(Cl)cc1Cl)NC(=S)Nc1ccccc1C(=O)O
  5%, -2%, 9%, ?, 10%, -7.1%, -14%, -15%
15: COc1ccccc1CNC(=O)C1CC(c2ccccc2[N+](=O)[O-])=NO1 (stereo unspecified)
  -13%, -3%, -10%[46.1 µM], 1%, 0%, -0.3%, -1%, 1%
16: O=C1C(NS(=O)(=O)c2ccccc2)=C(N2CCN(c3ccc(F)cc3)CC2)C(=O)c2ccccc21
  ., 0%, -40%, ., 8%, 0.1%, ?, 10µM*[quencher]
17: COc1ccc(/C=C/C(=O)CC(O)(c2ccccc2)C(F)(F)F)cc1 (stereo unspecified)
  -2%, -2%, -15%[46.1 µM], ?, 9%, 0.8%, -1%, -5%
18: Cc1cc(C)n(C(=O)c2ccc([N+](=O)[O-])cc2[N+](=O)[O-])n1
  -9%, 2%, 21%, 3%, -7%, -0.7%, 12%, 3%
19: O=C(CCC(=O)NCCCc1ccccc1)NCCCc1ccccc1
  5%, 3%, 32%, 3%, 16%, 0.0%, -10%, 5%
20: Cc1c(O)c(S(=O)(=O)c2ccccc2)c(=O)n(-c2ccccc2)c1-c1ccccc1
  -6%, 6%, -32%, -4%, 2%, 0.0%, -12%, 10%

Brought forward from above: 5 compounds, followed by the next part.
Below each SMILES – GAA inh, aGlu spleen mod, NPSR antag, ALDH1A1 block, aGal spleen mod, Epigenetic derep, GAA glycogen mod, Tau fluor cs
16: O=C1C(NS(=O)(=O)c2ccccc2)=C(N2CCN(c3ccc(F)cc3)CC2)C(=O)c2ccccc21
  ., 0%, -40%, ., 8%, 0.1%, ?, 10µM*[quencher]
17: COc1ccc(/C=C/C(=O)CC(O)(c2ccccc2)C(F)(F)F)cc1 (stereo unspecified)
  -2%, -2%, -15%[46.1 µM], ?, 9%, 0.8%, -1%, -5%
18: Cc1cc(C)n(C(=O)c2ccc([N+](=O)[O-])cc2[N+](=O)[O-])n1
  -9%, 2%, 21%, 3%, -7%, -0.7%, 12%, 3%
19: O=C(CCC(=O)NCCCc1ccccc1)NCCCc1ccccc1
  5%, 3%, 32%, 3%, 16%, 0.0%, -10%, 5%
20: Cc1c(O)c(S(=O)(=O)c2ccccc2)c(=O)n(-c2ccccc2)c1-c1ccccc1
  -6%, 6%, -32%, -4%, 2%, 0.0%, -12%, 10%
21: Cc1cc(=O)oc2ccc(OCC(=O)N3CCC(C)CC3)cc12
  6%, -3%, -15%[46.1 µM], ?, -3%, 0.1%, 3%, 4%
22: Cc1cc(C)cc(OCCCOc2cccc3cccnc23)c1
  -6%, -8%, -3%[46.1 µM], 10%, -2%, 1.1%, -17%, -5%
23: CCOc1ccc(N2C(=O)CC(SCCN)C2=O)cc1 (stereo unspecified)
  -4%, 0%, -19%[46.1 µM], 3.2µM*, 0%, -0.7%, -4%, 0%
24: COC(=O)C1=C(CSc2nccn2C)NC(=O)NC1c1cc(C)ccc1C (stereo unspecified)
  -1%, 9%, 1%[46.1 µM], -14%, 17%, 0.8%, -21%, -3%
25: COc1ccc(C(F)(F)F)cc1N/C=C\c1nnnn1-c1ccccc1
  -1%, -4%, -22%[46.1 µM], ?, 1%, -0.9%, -7%, -27%
26: CCOC(=O)/C=C1\NC(=O)C(C)S1 (stereo unspecified)
  3%, 1%, -12%[46.1 µM], 0%, 1%, -0.2%, 6%, -5%
27: COC(=O)C(NC(=O)c1ccccc1)=C1C=C(C)OC(C)=C1
  -6%, -11%, -5%[46.1 µM], -12%, -3%, 0.0%, -25%, 0%
28: Cc1ccc2oc(=O)c3cnn(CC(=O)Nc4ccccc4N4CCN(C)CC4)c3c2c1
  -4%, -10%, -13%[46.1 µM], 13%, -4%, 0.0%, 3%, 1%
29: CCOC(=O)C1=C(c2ccccc2)Nc2ncnn2C1c1cccc(O)c1 (stereo unspecified)
  ., 1%, 14%, ., -12%, -1.2%, -5%, -14%
30: N[C@]1(C(=O)O)CCc2cc(P(=O)(O)O)ccc21
  ., -2%, ., -15%, -2%, 5.4%, ., -5%
31: O=C(Nc1cccc(Br)c1)c1ccccc1-c1ccccc1
  0%, -3%, -33%, ?, -3%, 1.0%, -3%, -30%
32: CCOc1ccc(NC(=O)c2ccccc2NC(=O)CN(C)CC(=O)Nc2ccc(C)cc2)cc1
  -3%, -12%, -21%[46.1 µM], -9%, -8%, 3.9%, 0%, -20%
33: CC12CCC(C(=O)N(NC(=O)c3cccnc3)C1=O)C2(C)C (stereo unspecified)
  -4%, -4%, 10%, 17%, -4%, -1.9%, 9%, -2%
34: Cc1ccc(/C=N/NC(=O)c2ccncc2)s1
  ., 2%, -5%, ., 1%, -5.4%, -5%, 6%
35: O=C(COC(=O)/C=C/c1cccc(F)c1)Nc1ccc(Cl)cn1
  -9%, 2%, 10%, 15%, 5%, 7.6%, -1%, -7%
36: CSCC[C@H](NC(=O)Nc1cccc(Br)c1)C(=O)O
  ., 1%, ?, ., 10%, 0.8%, 3%, -7%
37: Cc1ccc(C(=O)NC(=S)Nc2ccccc2C(F)(F)F)c(C)c1
  -7%, 3%, -9%, 13µM*, 10%, -1.0%, 0%, -19%
38: Cc1ccc(NC(=O)C2CCN(S(=O)(=O)c3c(C)[nH]c(=O)[nH]c3=O)CC2)cc1
  -7%, 4%, -2%[46.1 µM], 1%, 3%, -3.0%, 3%, -5%
39: c1ccc(-c2cc3c(nn2)CCc2nonc2-3)cc1
  -7%, -7%, 4%[46.1 µM], ?, -7%, 0.0%, -5%, -2%
40: COc1ccc(C(=O)Nc2cc(OC)cc(OC)c2)cc1
  ?, -7%, -2%[46.1 µM], 25%, -4%, 0.0%, 5%, -9%
41: O=C(Oc1ccc(OC(=O)N2CCCCC2)cc1)N1CCCCC1
  -4%, -10%, 14%, 22%, 0%, 0.2%, -9%, 10%
42: CCCNC(=O)N1CCN(S(=O)(=O)c2ccc(C)cc2)CC1
  -4%, -4%, ?, 10%, -2%, 3.3%, 4%, 1%
43: CCNS(=O)(=O)c1ccc(NC(=O)CC(C)c2ccccc2)cc1 (stereo unspecified)
  -6%, 0%, -9%, 28%, -6%, -0.4%, 20%, 1%
44: O=C(N/N=C\c1cccc(OC(=O)c2ccco2)c1)c1ccc2c(c1)OCO2
  -5%, 1%, 3%, 4%, 3%, 1.0%, -5%, -14%
45: COc1ccc(NC(=O)C(Cc2ccccc2)NC(=O)c2ccco2)cc1OC (stereo unspecified)
  -1%, 1%, -3%[46.1 µM], -14%, 6%, -0.7%, 3%, -3%
46: CCCCCCCCCCCCS[C@H]1CS(=O)(=O)C[C@@H]1O
  ., -3%, -19%, ., 7%, -2.1%, -13%, -9%
47: Cc1cc(C)n(-c2ccc(C(=O)O)cc2)n1
  -6%, -7%, -4%[46.1 µM], 14%, -7%, 1.0%, 21%, 6%
48: Cc1cc(NC(=O)c2cccs2)n(-c2ccccc2)n1
  0%, -5%, -11%[46.1 µM], -6%, -2%, -1.8%, 5%, -8%

Molecules shown so far containing an aryl thioether with sulfur outside any ring, in the order listed:
Below each SMILES – GAA inh, aGlu spleen mod, NPSR antag, ALDH1A1 block, aGal spleen mod, Epigenetic derep, GAA glycogen mod, Tau fluor cs
3: CCNc1nc(NCC)nc(SCCOC(=O)c2ccccc2)n1
  -3%, -4%, -22%[46.1 µM], 6%, -2%, 1.2%, -4%, -17%
24: COC(=O)C1=C(CSc2nccn2C)NC(=O)NC1c1cc(C)ccc1C (stereo unspecified)
  -1%, 9%, 1%[46.1 µM], -14%, 17%, 0.8%, -21%, -3%

Source: PubChem BioAssay (National Center for Advancing Translational Sciences (NCATS))
